# Screens as filed in PubChem.
# FBW7 activator: human FBW7 E3 ligase activation, primary screen. Q969H0. AlphaScreen FBW7–phospho-cyclin E peptide binding, activator screen. normalized activity (activation), % at 26.1 µM. 650,000 tested, 0.13% active. AID 1259310; in the data active = normalized activity above about 1.9%;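 note: purified mutant Fbw7 with reduced substrate affinity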
# Target sequence (Q969H0 whole entry, looked up): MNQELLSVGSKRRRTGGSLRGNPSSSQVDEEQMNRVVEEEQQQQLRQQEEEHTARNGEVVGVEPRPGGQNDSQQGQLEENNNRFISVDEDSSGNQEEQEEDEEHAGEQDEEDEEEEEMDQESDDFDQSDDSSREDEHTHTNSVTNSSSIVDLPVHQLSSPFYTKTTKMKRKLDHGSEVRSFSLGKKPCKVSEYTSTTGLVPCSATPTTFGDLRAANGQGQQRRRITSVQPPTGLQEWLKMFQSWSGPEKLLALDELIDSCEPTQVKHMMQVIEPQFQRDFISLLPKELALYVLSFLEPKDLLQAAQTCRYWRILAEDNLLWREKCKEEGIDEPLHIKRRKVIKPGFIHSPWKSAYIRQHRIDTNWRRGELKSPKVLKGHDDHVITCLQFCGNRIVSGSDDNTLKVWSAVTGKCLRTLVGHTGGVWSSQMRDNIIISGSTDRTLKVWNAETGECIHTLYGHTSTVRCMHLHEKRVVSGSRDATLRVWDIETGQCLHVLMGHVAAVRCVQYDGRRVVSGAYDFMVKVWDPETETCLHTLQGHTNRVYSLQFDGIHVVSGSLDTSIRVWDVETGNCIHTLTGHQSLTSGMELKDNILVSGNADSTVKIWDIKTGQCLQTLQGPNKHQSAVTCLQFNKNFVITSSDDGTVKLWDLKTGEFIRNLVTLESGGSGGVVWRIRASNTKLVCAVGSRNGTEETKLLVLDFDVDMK
# TEAD-YAP block: TEAD-YAP interaction inhibition; HEK-TIYL cells, TEAD-Gal4/YAP UAS-luciferase luminescence; inhibition, % at 9.12 µM; 640,000 tested, 1.4% active; AID 1259422; in the data active = inhibition above about 32%;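 note: 0% = median of test compound wells and 100% = reference inhibitor wells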
# GPR151 ag: human GPR151 activation; PathHunter beta-arrestin GPR151 cells, luminescence; Q8TDV0; 650,000 tested, 1% active; AID 1508602; activation, % at 11.2 µM; in the data active = activation above about 4.9%;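 note: 0% = median of compound wells and 100% = cells with positive control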
# Target sequence (Q8TDV0 whole entry, looked up): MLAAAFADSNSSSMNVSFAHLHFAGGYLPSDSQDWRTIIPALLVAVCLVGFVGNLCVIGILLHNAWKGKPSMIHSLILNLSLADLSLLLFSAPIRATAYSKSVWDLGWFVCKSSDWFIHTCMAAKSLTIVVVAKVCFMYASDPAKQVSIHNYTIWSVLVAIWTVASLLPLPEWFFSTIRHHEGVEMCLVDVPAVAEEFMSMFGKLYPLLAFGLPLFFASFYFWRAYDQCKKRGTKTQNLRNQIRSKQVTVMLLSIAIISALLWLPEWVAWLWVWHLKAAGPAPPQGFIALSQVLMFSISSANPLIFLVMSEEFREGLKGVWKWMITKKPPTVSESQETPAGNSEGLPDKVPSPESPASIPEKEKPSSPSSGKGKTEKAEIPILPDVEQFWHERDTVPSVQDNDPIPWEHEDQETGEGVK
# MITF inh: human MITF inhibition, primary screen; inhibition, % at 2.6 µM; 650,000 tested, 0.91% active; AlphaScreen MITF homodimerization, bead proximity signal; AID 1259374; O75030; in the data active = inhibition above about 50%;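 note: 0% = vehicle wells with protein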
# Numbers without * were called inactive; & = joins results of further samples.
SMILES,FBW7 activator,TEAD-YAP block,GPR151 ag,MITF inh
COCCn1c(C)cc(/C=C2/NC(=O)N(Cc3ccc(F)cc3)C2=O)c1C,0.0,2,4.0,8
CCC1CCN(CCCNC(=O)c2cn(-c3ccc(OC)cc3)c(=O)c3ccccc23)CC1,0.0,14,-0.3,-4
COc1cccc(CNC(=O)c2cc3ccc(-c4ccncc4)cc3n2CCN(C)C)c1,0.0,-10,0.4,-2
CCN(CCCNC(=O)Cn1c(=O)oc2cc(Cl)ccc21)c1ccccc1,0.1,7,1.6,-3
NC(Cc1cccc(-c2ccccc2CP(=O)(O)O)c1)C(=O)O (stereo not drawn),-0.1,-8,-0.4,6
CCCCc1cc(=O)oc2c(C)c(OCC)ccc12,0.3,-4,-0.7,-7
Cc1c(C(=O)Nc2ccc(F)cc2F)sc2ncn(CC(=O)N3CCCC3)c(=O)c12,0.1,16,-0.3,12
Cc1nc(N2CCC(C)CC2)c2c(C)c(C(=O)N3CCN(Cc4ccccc4)CC3)sc2n1,0.0,-5,-1.6,11
O=C1CCSc2c1cccc2C(=O)Nc1ccc(F)cc1,-0.2,-4,-1.0,3
CCO/C(C)=C/c1sc2ccc(Cl)cc2[n+]1CCCS(=O)(=O)O,1.7,17,-1.6,10
O=C(CSCc1ccc(Cl)cc1)NCc1ccccc1,0.1,6,-0.7,4
CC1=C(C(=O)OC(C)C)C(c2c(F)cccc2Cl)NC(=O)N1 (stereo not drawn),0.3,-13,-2.0,8
CCOC(=O)/N=C(/NC(=O)Nc1ccc(C(=O)OCC)cc1)OC,0.2,-2,-0.9,11
CC1CCN(S(=O)(=O)c2cc(S(=O)(=O)N3CCC(C)CC3)c3cccc4c3c2NC4=O)CC1,0.1,4,0.0,13
CC(=O)c1cccc(NC(=O)c2cccc3ccccc23)c1,0.2,5,-1.0,1
CC1=C(C(=O)N2CCOCC2)C(c2ccccc2Cl)n2c(nc3ccccc32)N1 (stereo not drawn),0.1,0,1.5,6
COc1ccc(N=C2SC(C(=O)N3CCN(c4ccc(OC)cc4)CC3)CC(=O)N2C)cc1 (stereo not drawn),-0.1,6,0.7,-17
O=S(=O)(c1ccc(NC(=S)NNc2ccccc2Cl)cc1)N1CCOCC1,-0.2,0,-1.0,2
C=CCN(c1ccc(C(=O)O)cc1)S(=O)(=O)c1ccc(/C=C/C(=O)O)cc1,0.2,-2,0.2,-9
Cc1ccc(S(=O)(=O)NC(C)C(c2cccs2)N2CCOCC2)cc1 (stereo not drawn),0.2,9,2.3,10
COc1ccc(C(=O)NNC(=O)c2cc3cc(OC)ccc3oc2=O)cc1,-0.1,11,1.8,-2
N#CC1=C(SCc2ccccc2Cl)NC(=O)CC1c1cccc(Br)c1 (stereo not drawn),0.1,-13,-1.6,4
Clc1cccc(Oc2nc(-c3ccccc3)nc3c2oc2ccccc23)c1,0.1,8,-1.1,-6
Cc1onc(-c2ccccc2Cl)c1C(=O)N1CCCCC1,0.0,5,-1.7,12
O=C(Nc1cccc2c1C(=O)c1ccccc1C2=O)c1cccnc1Cl,0.0,4,0.2,19
# (continued)
SMILES,FBW7 activator,TEAD-YAP block,GPR151 ag,MITF inh
COc1ccc(C(C)=O)cc1CN1C(=O)C(C)Sc2cc(Cl)ccc21 (stereo not drawn),-0.2,2,-1.1,1
COc1cccc(/C=C/C(=O)Nc2ccc(-c3cn[nH]c3)cc2)c1,0.1,-4,-2.0,-2
Cc1ccc(S(=O)(=O)NC(C(=O)NCC(=O)Nc2c(C)cccc2C)C(C)C)cc1 (stereo not drawn),0.1,5,1.5,0
CC(=O)c1ccc(N=c2scc(-c3cccs3)n2CC2CCCO2)cc1 (stereo not drawn),-0.2,-3,-1.8,25
O=C(O)CCC(=O)Nc1ccccc1C(=O)NC1CCCCC1,0.3,-7,-0.3,12
C/C(=N\Nc1ccccn1)c1ccc(OCC(N)=O)cc1,-0.2,-11,-0.1,13
CC(C)N1C(=O)/C(=C/C2=Cc3ccccc3OC2)SC1=S,0.0,-8,0.7,-16
CSCCNC(=O)c1ccc(C(C)(C)C)cc1,-0.2,-70,-2.1,-3
O=[N+]([O-])c1ccccc1/C=C/C=N/N1CCCCC1,-0.6,-49,-1.5,12
CCN1C(=O)/C(=C/c2c(N3CCN(C)CC3)nc3ccc(C)cn3c2=O)SC1=S,0.1,-4,1.5,5
CCOc1ccc(NC(=O)CSc2cn(Cc3ccc(F)cc3)c3ccccc23)cc1,0.2,-8,0.4,-6
COc1cc(OC)c(/C=N/NC(=O)c2cccs2)c(OC)c1,-0.2,-63,-1.1,9
CNC(=S)NNC(=O)COc1cccc(C)c1C,0.0,-11,-1.8,5
O=C(CSc1nnc(-c2ccc3c(c2)OCCO3)o1)N1CCc2ccccc21,-0.2,-12,-0.4,0
CS(=O)(=O)N(Cc1ccc(Cl)cc1)c1ccc(C(=O)N[C@@H]2C[C@H]3CC[C@@H]2C3)cc1,0.1,-4,-0.1,-19
COc1ccc(N2C(N)=C(C#N)C(c3ccc(F)cc3)C3=C2CC(C)(C)CC3=O)cc1 (stereo not drawn),0.8,-5,-1.1,3
C=CCN1C(=O)C2C(C(=O)Nc3ccc(C)c(Cl)c3)C3C=CC2(O3)C1C(=O)NC1CCCC(C)C1C (stereo not drawn),0.0,15,-0.4,1
CCCC(CCC)=NNC(=O)CNc1ccccc1,-0.1,10,0.0,-8
Cc1cc2c(cc1S(=O)(=O)NCc1ccccc1Cl)OCC(=O)N2,0.1,-18,1.6,-7
COc1cccc(-c2nc3ccccc3o2)c1,0.1,-42,-6.3,10
CCOC(Cn1cc(C)c(=O)[nH]c1=O)OCC,0.0,0,0.0,5
CCCC(OC(=O)CN1C(=O)COc2ccccc21)C(=O)NC1CCCC1 (stereo not drawn),0.5,-18,1.9,22
COc1ccc(C(=O)Nc2ccc(-c3cn4nc(OC)ccc4n3)cc2)c(OC)c1,0.7,-12,-0.9,5
Cc1ncc(CO)c2cc(-c3nc4ccccc4[nH]3)c(=O)oc12,0.1,13,2.7,-12
O=[N+]([O-])c1cccc(S(=O)(=O)Nc2ccc3ccccc3c2)c1,-0.1,8,0.9,7

# Part of the list above, as tab-separated lines.
molecule	FBW7 activator	TEAD-YAP block	GPR151 ag	MITF inh
O=C(CSc1nnc(-c2ccc3c(c2)OCCO3)o1)N1CCc2ccccc21	-0.2	-12	-0.4	0
CS(=O)(=O)N(Cc1ccc(Cl)cc1)c1ccc(C(=O)N[C@@H]2C[C@H]3CC[C@@H]2C3)cc1	0.1	-4	-0.1	-19
COc1ccc(N2C(N)=C(C#N)C(c3ccc(F)cc3)C3=C2CC(C)(C)CC3=O)cc1 (stereo not drawn)	0.8	-5	-1.1	3
C=CCN1C(=O)C2C(C(=O)Nc3ccc(C)c(Cl)c3)C3C=CC2(O3)C1C(=O)NC1CCCC(C)C1C (stereo not drawn)	0.0	15	-0.4	1
CCCC(CCC)=NNC(=O)CNc1ccccc1	-0.1	10	0.0	-8
Cc1cc2c(cc1S(=O)(=O)NCc1ccccc1Cl)OCC(=O)N2	0.1	-18	1.6	-7
COc1cccc(-c2nc3ccccc3o2)c1	0.1	-42	-6.3	10
CCOC(Cn1cc(C)c(=O)[nH]c1=O)OCC	0.0	0	0.0	5
CCCC(OC(=O)CN1C(=O)COc2ccccc21)C(=O)NC1CCCC1 (stereo not drawn)	0.5	-18	1.9	22
COc1ccc(C(=O)Nc2ccc(-c3cn4nc(OC)ccc4n3)cc2)c(OC)c1	0.7	-12	-0.9	5
Cc1ncc(CO)c2cc(-c3nc4ccccc4[nH]3)c(=O)oc12	0.1	13	2.7	-12
O=[N+]([O-])c1cccc(S(=O)(=O)Nc2ccc3ccccc3c2)c1	-0.1	8	0.9	7

# Additional structures
SMILES,FBW7 activator,TEAD-YAP block,GPR151 ag,MITF inh
COc1cccc(-c2nc(CSCC(=O)O)c(C)o2)c1,-0.1,1,-3.4,-8
Cc1cnc(NCc2ccc3c(c2)OCO3)nc1NCc1cccnc1,0.1,-6,-1.2,7
CC1CC(C)CN(S(=O)(=O)c2ccc(Sc3cccc(Cl)c3)c(C(=O)NCc3ccccc3)c2)C1 (stereo not drawn),-0.1,-17,0.5,1
N#Cc1ccc(/C=N/NS(=O)(=O)c2ccc(Br)cc2)cc1,0.1,4,3.1,-3
Nc1c(Cl)cc(Cl)cc1C(=O)OCC(=O)N1CCCCCC1,0.1,-3,0.8,5
COc1ccc(C(C)=O)cc1COC(=O)c1cccc(I)c1,0.1,5,0.2,2
CCCCN(CC)C(=O)c1cc(OC)c(OC)c(OC)c1,0.0,5,1.3,6
C1=C(c2ccccc2)Nc2ncnn2C1c1cccc2ccccc12 (stereo not drawn),-0.1,1,-0.6,-15
Cc1ccc(N2C(=O)c3ccc(C(=O)Nc4ccc([N+](=O)[O-])cc4)cc3C2=O)cc1,0.0,-6,0.7,4
CCn1c(=O)c([N+](=O)[O-])c(N2CC(C)CC(C)C2)c2ccccc21 (stereo not drawn),0.0,-2,-0.5,12
CCOC(=O)c1c(CC(C)C)csc1NC(=O)c1ccccc1OC(C)=O,0.0,0,0.0,12
C/C(=C\C(=O)c1ccc(Br)cc1)Nc1cccc(O)c1,0.8,0,1.1,18
Cc1cc(NC(=O)CN2C(=O)NC(CC(C)C)C2=O)no1 (stereo not drawn),0.1,-9,-0.8,6
CC(C)(C)n1nc2c(c1NC(=O)c1cccs1)CS(=O)C2 (stereo not drawn),0.0,9,-0.6,3
Cc1ccccc1NC(=O)c1ccc(F)c(S(=O)(=O)N2CCN(c3ccccc3F)CC2)c1,0.0,-13,-1.2,-11
CCCCCOC(=O)C1=C(C)NC2=C(C(=O)CCC2)C1c1ccc(C)cc1 (stereo not drawn),0.3,-12,1.6,-6
Cc1ccccc1NC(=O)CN(c1cccc([N+](=O)[O-])c1)S(=O)(=O)c1ccccc1,-0.2,-5,-1.4,-8
CCOc1ccccc1N(CC(=O)NC(C)c1ccccc1)S(=O)(=O)c1ccccc1 (stereo not drawn),-0.3,-2,2.5,4
C=CCOc1ccc(/C=N/NC(=O)C(=O)N2CCCC2)cc1OC,1.0,3,-0.4,4
CCOC(=O)C1=NNC(C(=O)c2ccc(OC)cc2)C1c1ccccc1 (stereo not drawn),0.1,4,-0.4,5
N/C(=N\OC(=O)/C=C/c1ccccc1Cl)c1ccncc1,0.2,10,-1.5,21
CCOc1cc(C=O)cc(Br)c1OS(=O)(=O)c1ccccc1[N+](=O)[O-],0.0,5,1.6,11
Cc1ccccc1C1(CC(=O)N2CCCC(O)C2)CC(=O)N(Cc2cccnc2)C1=O (stereo not drawn),-0.2,12,0.7,8
CCCN1CCN(CCCNC(=O)c2ccc3nc(N4CCCCC4)sc3c2)CC1,-0.3,-68,0.2,0
CC1CC(C)CN(S(=O)(=O)c2ccc(F)c(C(=O)Nc3cccc(Cl)c3)c2)C1 (stereo not drawn),0.1,0,1.4,11
# New compounds follow:
SMILES,FBW7 activator,TEAD-YAP block,GPR151 ag,MITF inh
CCOc1ccc(NC(=O)N2CCC(CN3CCCCCC3)CC2)cc1,-0.2,-3,-1.0,5
Cc1c(NC(=O)CC(C)C)ccc([N+](=O)[O-])c1C,0.0,-4,-1.3,-2
Cc1c(C(=O)NC(=S)Nc2ccc3oc(-c4ccccc4Cl)nc3c2)oc2ccccc12,0.0,-9,1.8,10
Cc1ccc(N=Cc2c(C)[nH]n(-c3ccccc3)c2=S)c(C)c1,0.0,9,-1.1,8
O=C(COc1ccc2ccccc2c1)NNC(=O)CC12CC3CC(CC(C3)C1)C2,0.1,7,-0.1,13
O=C(NC(Cc1ccccc1)C(=O)O)/C(=C/c1ccccc1)NC(=O)c1ccccc1 (stereo not drawn),0.3,-1,0.3,8
O=C1NCCN(Cc2cccc(F)c2F)C1CC(=O)N1CCCCCC1 (stereo not drawn),-0.1,-14,-0.6,-8
CC1CCc2sc(NC(=O)c3sc4ccccc4c3Cl)c(C(N)=O)c2C1 (stereo not drawn),0.0,-5,0.2,1
Cc1ccccc1NC(=O)N1CCCC(C(N)=O)C1 (stereo not drawn),0.2,6,-0.2,6
CCOC(=O)c1c(NC(=O)CSc2nc(N)cc(=O)[nH]2)sc2c1CCCC2,-0.1,2,0.7,-8
COc1cccc(OC)c1C(=O)Nc1nc2ccc3nc(SC)sc3c2s1,-0.1,-4,-0.4,-8
COc1ccc(-c2cnnc(NCC3(N4CCCCC4)CCCC3)n2)cc1,0.5,-1,-2.2,16
Cc1noc(NS(=O)(=O)c2ccc(N/C=C/C(=O)c3ccc4c(c3)OCO4)cc2)c1C,0.1,-16,0.4,6
Cc1cccc(NC(=O)C2CCC(CNS(=O)(=O)c3cccc4cccnc34)CC2)c1 (stereo not drawn),0.0,-10,-0.7,-3
O=[N+]([O-])c1c(O)ccc2c1CCCC2,0.1,14,0.3,6
COc1cc(C2NC(=O)NC(C)=C2C(=O)Nc2ccccc2OC)ccc1O (stereo not drawn),-0.2,-4,-0.5,-2
O=C(Nc1ccccc1)N[C@H]1C[C@H]2C(=O)N3CCC[C@H]3C(=O)N2C1,0.0,10,-0.7,16
O=C(Nc1ccc(N2CCCCC2)cc1)c1n[nH]c(=O)c2ccccc12,-0.1,-24,-2.6,8
O=C(NCCCO)/C(=C\c1ccc(Cl)cc1)NC(=O)c1ccc(Br)cc1,0.1,-2,1.0,-3
O=c1cc(-c2ccc(O)cc2)oc2ccc(O)cc12,0.1&-0.2,9&-15,-1.7&-2.7,-9&-6
CC1CC(C)CN(C(=O)Cn2nc(-c3cccnc3)oc2=O)C1 (stereo not drawn),0.3,8,-0.1,17
CCOC(=O)c1c(C)n(-c2ccccc2)c2ccc(OC(=O)C34CC5CC(CC(C5)C3)C4)cc12,-0.1,0,-0.5,-4
CC1CN2C(=O)Cc3cccc(c32)S1 (stereo not drawn),0.3,4,-1.5,1
CC(C)N(CCNc1nc(Nc2cccc(N(C)C)c2)nc2c1ncn2-c1ccsc1)C(C)C,0.0,2,5.7*,9
